D3 antag = D3 dopamine receptor (human) antagonism | P35462 | max response, negative = inhibition, % | D3R cells, DiscoveRx beta-arrestin luminescence, antagonist mode; active compounds read low | 360,000 tested, 2.5% active; in the data active = max response below about -50%; inconclusive = no clear call, values can overlap the other calls; also: % is scaled to controls: 0 for no effect and ±100 for the full control effect; mostly tested at two doses, the higher about 12 µM
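Cells plated overnight at 1500 cells/well, then exposed to library compounds with dopamine controls for 90 minutes at 37 degrees C. DiscoveRx reagent added for 30–60 minutes at room temperature; luminescence read, quantitative HTS format.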
Akt phos inh = inhibitors of Akt phosphorylation; activity change, % for hits at 50 µM; AID 651550; 360,000 tested, 0.32% active; Neuro2A IGF-stimulated pAkt S473 HTRF, 20 min; active compounds read low; in the data active = activity change below about -80%; inconclusive = mostly about -51% to -80%; also: % is scaled to controls: 0 for no effect and ±100 for the full control effect
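Neuro2A cells in DMEM with 0.5% FBS, overnight at 37 deg C, given compound at single 50 µM final, then IGF (6 nM final) for 20 min at 37 deg C. Lysed; phospho-Akt Ser473 by HTRF after 24 h, 665/615 ratio.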
PTHR1 ag = agonists of human PTHR1 parathyroid hormone receptor. Potency, µM (top dose mostly 115 µM), for the others: at the top dose activation, hits mostly activators. 410,000 tested, 0.075% active. HEK293 GP2 PTHR1 cells, GloSensor cAMP luminescence, 1 h. AID 743266; also: potency is read from the fitted curve at half-maximal effect; nearly all actives have a fitted effect of over 55% in size; some results filed as inactive show a strong effect at the top dose; inactives centre near -15; many of its hits are not listed in these tables
Target sequence (Q03431 whole entry, looked up): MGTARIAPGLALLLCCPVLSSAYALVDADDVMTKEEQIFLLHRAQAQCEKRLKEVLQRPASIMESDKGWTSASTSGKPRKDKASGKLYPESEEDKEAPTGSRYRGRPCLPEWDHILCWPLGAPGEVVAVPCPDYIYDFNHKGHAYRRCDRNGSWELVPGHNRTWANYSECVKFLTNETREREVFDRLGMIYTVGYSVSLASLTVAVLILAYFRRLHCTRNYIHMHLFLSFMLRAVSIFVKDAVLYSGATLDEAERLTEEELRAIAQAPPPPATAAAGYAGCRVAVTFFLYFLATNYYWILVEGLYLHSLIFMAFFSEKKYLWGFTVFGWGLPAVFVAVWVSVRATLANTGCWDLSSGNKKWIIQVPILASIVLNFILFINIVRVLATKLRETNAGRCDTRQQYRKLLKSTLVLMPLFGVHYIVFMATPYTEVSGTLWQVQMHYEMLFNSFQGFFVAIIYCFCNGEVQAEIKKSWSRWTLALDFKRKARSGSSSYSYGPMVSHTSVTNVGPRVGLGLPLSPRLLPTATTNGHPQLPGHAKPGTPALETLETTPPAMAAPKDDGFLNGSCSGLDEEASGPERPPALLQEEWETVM
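HEK-293-derived GP2 cells expressing PTHR1 and a GloSensor cAMP reporter, 3,000/well, plated overnight, given luciferin plus IBMX (each 0.5 mM as added) for 1 h at 37 °C, then compound for 1 h at 37 °C. Luminescence was read after 15 min at room temperature.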
FUS suppressor = FUS proteinopathy suppression in yeast; S. cerevisiae FUS-expressing, growth rescue, OD600, 24 h; Potency, µM (titrated, usually from 76.6 µM), for the others: top-dose growth rescue (activation), usual class: activators; 390,000 tested, 0.24% active; AID 1347120;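 also: potency is read from the fitted curve at half-maximal effect; plate controls were DMSO vehicle for no effect and reference control for full effect; nearly all actives have a fitted effect of over 55% in size; some results filed as inactive show a strong effect at the top dose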
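S. cerevisiae expressing FUS from galactose induction served as the toxicity model. Growth after 24hr at 30C, read as absorbance at 600 nm, indicates suppression of toxicity; compounds dosed at several concentrations.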
aSyn rescue = alpha-synuclein toxicity inhibition in yeast; Potency, µM (series often up to 46.1 µM), for the others: at the top dose growth rescue (activation), most hits filed as activators; 370,000 tested, 0.14% active; Yeast expressing alpha-synuclein, growth rescue, BacTiter-Glo, 24 h; also: potency is read from the fitted curve at half-maximal effect; % of control where 0% means no effect; nearly all actives have a fitted effect of over 65% in size
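Galactose-induced alpha-syn yeast (OD600=0.02, raffinose-pregrown) + pinned cpd, 24 hr, 30 deg C; growth by BacTiter-Glo luminescence. Growth restoration scores as activation.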
GLP-1R inv ag = GLP-1 receptor (human) inverse agonism; P43220; HEK293 GLP-1R CRE-luciferase, luminescence, 24 h; GLP-1R form is constitutively active; Potency, µM (doses to about 38.3 µM), inactives show at the highest dose activity change, negative = inhibition, usual class: inhibitors; 410,000 tested, 1.6% active; AID 624417; also: potency is read from the fitted curve at half-maximal effect; % is scaled to controls: 0 for no effect and ±100 for the full control effect; nearly all actives have a fitted effect of over 55% in size
Target sequence (P43220 whole entry, looked up): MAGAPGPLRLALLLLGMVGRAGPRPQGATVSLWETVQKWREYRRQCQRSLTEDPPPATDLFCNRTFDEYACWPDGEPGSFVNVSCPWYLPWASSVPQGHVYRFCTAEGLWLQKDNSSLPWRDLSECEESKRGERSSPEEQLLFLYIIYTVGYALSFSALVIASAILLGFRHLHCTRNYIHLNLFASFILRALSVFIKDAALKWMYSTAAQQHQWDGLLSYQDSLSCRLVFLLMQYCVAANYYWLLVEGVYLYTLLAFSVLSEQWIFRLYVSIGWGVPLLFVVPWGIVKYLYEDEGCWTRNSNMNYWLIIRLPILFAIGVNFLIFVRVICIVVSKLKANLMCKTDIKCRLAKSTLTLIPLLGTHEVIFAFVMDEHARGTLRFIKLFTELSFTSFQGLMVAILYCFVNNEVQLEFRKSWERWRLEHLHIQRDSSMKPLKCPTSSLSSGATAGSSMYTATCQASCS
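Seeding at 200 cells/uL, 12 h culture, 24 hr compound treatment, then luciferase reagent and a luminescence read; cells are HEK293 stably expressing a constitutively active GLP-1R plus cAMP-responsive luciferase.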
GLP1R ag = agonists of human GLP-1 receptor. Potency, µM (doses to about 45.6 µM), without a hit: at the highest dose activation, actives largely listed as activators. P43220. AID 624172. 380,000 tested, 0.007% active. HEK293 GLP-1R CRE-luciferase, luminescence, 4-6 h; cells express a hypersensitive GLP-1R form; also: potency is read from the fitted curve at half-maximal effect; % of control where 0% means no effect
Abeta rescue = compounds reversing amyloid beta toxicity in yeast. yeast expressing A-beta42, growth rescue, OD600, 48 h; response scale: 0% DMSO, 100% iron-clioquinol control. Potency, µM (highest dose often 46.1 µM), for the others: at the top dose growth rescue, hits mostly activators. 410,000 tested, 0.063% active. AID 1347071; also: potency is read from the fitted curve at half-maximal effect; nearly all actives have a fitted effect of over 55% in size
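Growth rescue measured by 600 nm absorbance after 48 h yeast culture at 30 C with compound. Values normalized between DMSO and an equimolar ferric chloride plus clioquinol control.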
TDP43 rescue = inhibitors of TDP-43 toxicity in yeast | TDP-43 expressing yeast growth rescue, BacTiter-Glo, 24 h | Potency, µM (top dose mostly 46.1 µM), for inactives: top-dose growth rescue (activation), usual class: activators | 410,000 tested, 1.8% active | AID 652104; also: potency is read from the fitted curve at half-maximal effect; % of control where 0% means no effect; nearly all actives have a fitted effect of over 50% in size
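Cell-based yeast growth screen: TDP-43 expression induced in galactose, inoculum OD600=0.02 after raffinose pregrowth to mid-log. Read-out BacTiter-Glo luminescence at 24 hr, 30 deg C; inhibition of toxicity seen as signal increase.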
Starred values were filed as active, the others as inactive; [ ] = dose if it differs, or a comment. Unless noted, calls follow the shape of the dose curve; as a rule, active = well fitted curve in the direction sought with a large enough effect; inconclusive = small, poorly fitted or top-dose-only effect, or another doubt; inactive = no such curve, though single readings can be large; an effect the other way counts as inactive or inconclusive. An excerpt (hit frequency here may not be typical).

For O=c1c2cc(N3CCOCC3)ccc2[nH]c(=S)n1CCCN1CCCC1 the results were D3 antag -73*, Akt phos inh inactive, PTHR1 ag inactive, FUS suppressor inconclusive, aSyn rescue -6%, GLP-1R inv ag -1%, GLP1R ag 3%, Abeta rescue -12% and TDP43 rescue 0%.
`CC(C)COc1ccc(CNC(=S)N/N=C/c2ccc([N+](=O)[O-])cc2)cc1` gave D3 antag 11, Akt phos inh inactive, PTHR1 ag inactive, FUS suppressor -6%, aSyn rescue -5%, GLP-1R inv ag 11%, GLP1R ag 0%, Abeta rescue 0% and TDP43 rescue 7%.
For COc1ccc(C(=NNc2ccccc2C(=O)O)c2ccc(OC)cc2)cc1 the results were D3 antag 8, Akt phos inh inactive, PTHR1 ag -37%, aSyn rescue 2%, GLP-1R inv ag inconclusive, GLP1R ag -4%, Abeta rescue 9% and TDP43 rescue 20%.
For COc1ccccc1C1C(C(=O)c2cc3ccccc3o2)=C(O)C(=O)N1CCN1CCOCC1 (stereo unspecified) the results were D3 antag -24, Akt phos inh inactive, PTHR1 ag inactive, FUS suppressor 14%, aSyn rescue -1%, GLP-1R inv ag -5%, GLP1R ag -8%, Abeta rescue 9% and TDP43 rescue 15%.
Screening CCCCc1ccc(C(=O)Nc2ccc3nc(N4CCN(CC)CC4)cc(C)c3c2)cc1 returned PTHR1 ag inactive, FUS suppressor 1%, GLP-1R inv ag 16%, Abeta rescue -8% and TDP43 rescue -26%.
`O=C(NN=Cc1ccc2c(c1)CCC2)c1cccc([N+](=O)[O-])c1` gave D3 antag -30, Akt phos inh inactive, PTHR1 ag -2%, FUS suppressor -28%, aSyn rescue 0%, GLP-1R inv ag -2%, GLP1R ag 5%, Abeta rescue 1% and TDP43 rescue 2%.
Screening c1ccc(-c2onc(-c3ccco3)c2-c2ccc3[nH]ccc3c2)cc1 returned D3 antag 36, Akt phos inh inactive, PTHR1 ag -92%[inhibitor], FUS suppressor 12%, aSyn rescue -12%, GLP-1R inv ag inconclusive, GLP1R ag 9%, Abeta rescue 9% and TDP43 rescue 12%.
`O=S(=O)(c1cccc2nonc12)N1CCN(c2ccc(F)cc2)CC1` gave D3 antag -18, Akt phos inh inactive, PTHR1 ag -68%[inhibitor], FUS suppressor -26%, aSyn rescue -5%, GLP-1R inv ag -2%, GLP1R ag -1%, Abeta rescue -6% and TDP43 rescue -8%.
Screening O=c1[nH]cnc2c1C(c1ccccc1[N+](=O)[O-])c1c(nc[nH]c1=O)O2 returned D3 antag -11, Akt phos inh inactive, PTHR1 ag inactive, FUS suppressor 19%, aSyn rescue -4%, GLP-1R inv ag 34%[activator], GLP1R ag -8%, Abeta rescue -18% and TDP43 rescue -5%.
For O/C(=C\c1ccc2ccccc2n1)c1ccncc1 the results were D3 antag -23, Akt phos inh inactive, PTHR1 ag inactive, FUS suppressor 9%, aSyn rescue -5%, GLP-1R inv ag inconclusive, GLP1R ag 3%, Abeta rescue -21% and TDP43 rescue -8%.
For O=C(c1ccccc1)N1CCC(=O)N(C(CO)Cc2ccccc2)CC1 (stereo unspecified) the results were D3 antag inconclusive, Akt phos inh inactive, PTHR1 ag 7%, FUS suppressor -1%, aSyn rescue -2%, GLP-1R inv ag 15%, GLP1R ag 4%, Abeta rescue 3% and TDP43 rescue -14%.
Screening O=C(C1=NN(c2ccccc2)C(=O)CC1)N1CCc2ccccc2C1 returned D3 antag -21, Akt phos inh inactive, PTHR1 ag inactive, FUS suppressor 21%, aSyn rescue 7%, GLP-1R inv ag -4%, GLP1R ag 9%, Abeta rescue 16% and TDP43 rescue 11%.
`COC(=O)CC1C(=O)NCCN1C(=O)c1ccc(S(=O)(=O)N2CCOCC2)cc1` (stereo unspecified) gave D3 antag -7, Akt phos inh inactive, PTHR1 ag -8%, FUS suppressor 15%, aSyn rescue -1%, GLP-1R inv ag -1%, GLP1R ag -1%, Abeta rescue -2% and TDP43 rescue 2%[9.22 µM].
Screening COc1ccc(CCNC(=O)c2cc(-c3cccs3)on2)cc1OC returned D3 antag 14, Akt phos inh inactive, PTHR1 ag -12%[57.5 µM], FUS suppressor 3%, aSyn rescue -4%, GLP-1R inv ag 66%[activator], GLP1R ag 4%, Abeta rescue 2% and TDP43 rescue -7%.
For O=C(NCCC1=CCCCC1)c1cc(-c2ccncc2)nc2ccccc12 the results were D3 antag 2, Akt phos inh inactive, PTHR1 ag -15%, FUS suppressor 1%, aSyn rescue 1%, GLP-1R inv ag 12%, GLP1R ag 7%, Abeta rescue 2% and TDP43 rescue 11%.
`O=C(CSc1n[nH]c(-c2cccs2)n1)N1CCN(S(=O)(=O)c2ccccc2)CC1` gave D3 antag -3, PTHR1 ag inactive, FUS suppressor -1%, GLP-1R inv ag 9%, GLP1R ag -11%, Abeta rescue 10% and TDP43 rescue 2%.
Screening CCCn1c(SCC(=O)Nc2ccccc2N2CCOCC2)nc2c1c(=O)n(C)c(=O)n2C returned D3 antag 3, Akt phos inh inactive, PTHR1 ag inactive, FUS suppressor 3%, aSyn rescue -3%, GLP-1R inv ag 1%, GLP1R ag -9%, Abeta rescue -2% and TDP43 rescue -5%.
`O=C(CN1CCN(c2ccccc2)CC1)Nc1scc2c1c(=O)oc1ccccc12` gave D3 antag 17, Akt phos inh inactive, PTHR1 ag inactive, FUS suppressor 9%, aSyn rescue -2%, GLP-1R inv ag 14%, GLP1R ag -7%, Abeta rescue 3% and TDP43 rescue 7%.
For Cc1ccc(-n2nc3c(=O)n(CC(=O)c4ccc(F)cc4)nc(C)c3c2C)cc1 the results were D3 antag 0, Akt phos inh inactive, PTHR1 ag -71%[inhibitor], aSyn rescue -4%, GLP-1R inv ag inconclusive, GLP1R ag -2%, Abeta rescue 2% and TDP43 rescue -2%.
For CS(=O)(=O)c1ccc(Cl)c(NC(=O)COC(=O)c2cccc(S(=O)(=O)N3CCCCC3)c2)c1 the results were D3 antag 4, Akt phos inh inactive, PTHR1 ag -62%[inhibitor], aSyn rescue 2%, GLP-1R inv ag 10%, GLP1R ag 1%, Abeta rescue 8% and TDP43 rescue -3%.

Compounds shown so far with a nitro group on carbon:
`CC(C)COc1ccc(CNC(=S)N/N=C/c2ccc([N+](=O)[O-])cc2)cc1` gave D3 antag 11, Akt phos inh inactive, PTHR1 ag inactive, FUS suppressor -6%, aSyn rescue -5%, GLP-1R inv ag 11%, GLP1R ag 0%, Abeta rescue 0% and TDP43 rescue 7%.
`O=C(NN=Cc1ccc2c(c1)CCC2)c1cccc([N+](=O)[O-])c1` gave D3 antag -30, Akt phos inh inactive, PTHR1 ag -2%, FUS suppressor -28%, aSyn rescue 0%, GLP-1R inv ag -2%, GLP1R ag 5%, Abeta rescue 1% and TDP43 rescue 2%.
Screening O=c1[nH]cnc2c1C(c1ccccc1[N+](=O)[O-])c1c(nc[nH]c1=O)O2 returned D3 antag -11, Akt phos inh inactive, PTHR1 ag inactive, FUS suppressor 19%, aSyn rescue -4%, GLP-1R inv ag 34%[activator], GLP1R ag -8%, Abeta rescue -18% and TDP43 rescue -5%.

Later entries
Screening CCN1C(=O)/C(=C2\SC(=S)N(c3c(C)n(C)n(-c4ccccc4)c3=O)C2=O)c2ccccc21 returned D3 antag -6, Akt phos inh inactive, PTHR1 ag -8%, aSyn rescue 0%, GLP-1R inv ag 3%, GLP1R ag -1%, Abeta rescue 10% and TDP43 rescue -2%.
FC(F)(F)c1cccc(NC(=S)NCCN2CCOCC2)c1 was read as D3 antag 3, Akt phos inh inactive, PTHR1 ag inactive, aSyn rescue -4%, GLP-1R inv ag 17%, GLP1R ag 0%, Abeta rescue 7% and TDP43 rescue 2%.
Screening COCCn1c(SC(C)C(=O)Nc2ccc(Cl)cn2)nnc1-c1ccncc1 (stereo unspecified) returned D3 antag 12, Akt phos inh inactive, PTHR1 ag -17%, FUS suppressor -2%, aSyn rescue -4%, GLP-1R inv ag 9%, GLP1R ag 2%, Abeta rescue -11% and TDP43 rescue 9%.
NC(=O)COC(=O)CCCSc1nc2ccccc2s1 was read as D3 antag 7, Akt phos inh inactive, PTHR1 ag -14%, FUS suppressor 4%, aSyn rescue 3%, GLP-1R inv ag 13%[7.66 µM], GLP1R ag -2%, Abeta rescue 19% and TDP43 rescue inconclusive.
`COC(=O)c1oc(-c2ccccc2)nc1C` gave D3 antag -4, Akt phos inh inactive, PTHR1 ag -3%, FUS suppressor -51%, aSyn rescue -4%, GLP-1R inv ag 8%, GLP1R ag 7%, Abeta rescue 5% and TDP43 rescue 27%.
Cn1c(CSc2nc3ccccc3s2)nc2ccccc21 was read as D3 antag 0, PTHR1 ag -17%, FUS suppressor 6%, GLP-1R inv ag inconclusive, GLP1R ag 7%, Abeta rescue -6% and TDP43 rescue inconclusive.
Cc1csc2ncc(C(=O)NCc3ccccn3)c(=O)n12 was read as D3 antag 5, Akt phos inh inactive, PTHR1 ag inactive, FUS suppressor 9%, aSyn rescue 0%, GLP-1R inv ag 33%[activator], GLP1R ag 3%, Abeta rescue 9% and TDP43 rescue 11%.
`Cn1nc([N+](=O)[O-])c2c(-c3nc4ccccc4s3)c(N)n(C3CCCCC3)c2c1=O` gave D3 antag -16, Akt phos inh inactive, PTHR1 ag -1%[57.5 µM], FUS suppressor 7%, aSyn rescue -2%, GLP-1R inv ag -2%, GLP1R ag 0%, Abeta rescue 4% and TDP43 rescue 12%.
Cc1ccc(/C=C/C(=O)Nc2cc(S(=O)(=O)N3CCCCCC3)ccc2OCC(F)(F)F)o1 was read as D3 antag 25, Akt phos inh inactive, PTHR1 ag inactive, aSyn rescue 2%, GLP-1R inv ag -3%, GLP1R ag 7%, Abeta rescue 4% and TDP43 rescue 6%.

Screening results (PubChem)
